# Assay outcomes deposited in PubChem BioAssay by The Scripps Research Institute Molecular Screening Center.
# S1P3 antag: S1P3 (human) receptor antagonism. Q99500. 170,000 compounds, 0.27% hits. CHO S1P3 NFAT-BLA reporter, FRET fluorescence, antagonist mode. inhibition, % at 4.98 µM;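 active means inhibition above the plate cutoff, the mean inhibition of test wells on that plate plus 3 SD, cut at about 28% in these data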;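 further: cells challenged with S1P at its EC80 of 0.8 µM; blue over green emission ratio from cleaved BLA substrate after 4 h stimulation; 0% = S1P-stimulated wells and 100% = unstimulated DMSO-only wells; some compounds past the cut are filed as inactive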
# Target sequence (Q99500 whole entry, looked up): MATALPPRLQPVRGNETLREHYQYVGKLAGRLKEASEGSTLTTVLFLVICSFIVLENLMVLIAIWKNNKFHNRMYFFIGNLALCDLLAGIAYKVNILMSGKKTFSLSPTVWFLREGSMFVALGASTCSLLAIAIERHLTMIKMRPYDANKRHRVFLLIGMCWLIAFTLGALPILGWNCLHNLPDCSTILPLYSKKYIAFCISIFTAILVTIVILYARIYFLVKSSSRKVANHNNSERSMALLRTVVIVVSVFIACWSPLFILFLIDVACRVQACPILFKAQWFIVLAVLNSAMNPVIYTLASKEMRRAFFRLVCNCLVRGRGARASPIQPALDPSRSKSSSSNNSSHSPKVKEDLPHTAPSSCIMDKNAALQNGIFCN
# The depositor's hits bear a star. Only part of the results is shown. The share of hits here may be higher or lower than overall.
S1P3 antag,canonical_smiles
5.1,NC(=O)c1nsc(C(=O)N(CC(=O)NC2CCCC2)c2cnc3ccccc3c2)c1N
-4.6,CCn1c(=O)c(C(=O)CC#N)c(N)n(Cc2ccccc2)c1=O
1.0,COc1cc(CO)ccc1OCc1ccc(Cl)nc1
-8.6,O=C(CSc1ccccc1)NC(=O)NCc1ccccc1
4.9,Cc1ccc(NNC(=O)c2ccc(Cl)cc2)nn1
2.9,O=C(CSc1n[nH]c(=O)n1Cc1ccco1)c1ccc(F)cc1
1.1,Cc1ccnc2nc(C(=O)OCC(=O)c3c[nH]c4ccccc34)nn12
-13.4,COc1ccc(-n2c(-c3ccc(Cl)cc3)c[n+]3c2CCCCC3)cc1
-10.2,COCC(=O)OCc1cc2cccc(C)c2[nH]c1=O
4.5,CCN(CC)S(=O)(=O)c1ccc(Cl)c(NC(=O)CCCCl)c1
-5.0,COc1ccc(C(=O)Cn2c(C)nc([N+](=O)[O-])c2Br)cc1
2.3,O=C(CCSc1ccc(Cl)cc1)N1CCN(c2ccc(O)cc2)CC1
2.8,Cc1cc(C)n2c(SCc3ccc(Br)cc3)nnc2n1
10.0,Nc1ccc(C(=O)OCCCc2nc3cc4ccccc4cc3[nH]2)cc1
11.6,CS(=O)(=O)Oc1ccc2c(c1)O/C(=C\C=C\c1ccccc1)C2=O
21.6,COc1ccccc1NS(=O)(=O)c1cc(NC(=O)c2sccc2C)ccc1N1CCOCC1
-9.4,CC(C)n1c(SCC(=O)Nc2ccccc2)nc2c1c(=O)[nH]c(=O)n2C
-0.5,CCN1C(=O)C2(C(C(=O)c3cc4ccccc4o3)=C(O)C(=O)N2CCCN(C)C)c2ccccc21 (stereo not drawn)
-3.2,Fc1ccc(/C=N/Nc2nc(-c3cccnc3)nc3ccccc23)cc1
-1.6,O=C1/C(=C\c2ccc(C(F)(F)F)cc2)CSc2sccc21
-12.9,Cc1cc(C)c([N+](=O)[O-])cc1NC(=O)CCS(=O)(=O)c1ccccc1
1.7,Cn1cc(Br)c(-c2cccc(NC(=O)CCCC(=O)O)c2)n1
-7.0,CCCCCC[N+](C)(C)CCSSCC[N+](C)(C)CCCCCC
-19.4,COc1ccc(-c2noc(CN(Cc3nccn3C)C(C)C)n2)cc1
3.0,CC1(C)Cc2c(sc3nc4n(-c5ccccc5)cnn4c(=O)c23)CO1
-16.0,O=C(NNc1cc(Cl)cc(Cl)c1)c1cccs1
-18.1,Clc1ccc(Nc2ccc(Cl)nn2)cc1
-2.2,CNC(=O)Nc1cccc2cccnc12
-6.0,CCCCCC1=NN2C(=O)CC(=O)N=C2S1
2.1,CC(C)S(=O)(=O)C/C(N)=N/OS(=O)(=O)c1ccc(Cl)cc1
3.9,COc1cccc(/C=C/c2ccccn2)c1O
5.9,Cc1ccccc1C(=O)Nc1nnc(CC(=O)N/N=C/c2ccncc2)s1
6.3,c1ccc(-c2[nH]ncc2CN2CCN(Cc3ccc4c(c3)OCO4)CC2)cc1
0.1,N#C/C(=C(/O)CSc1n[nH]c(N)n1)c1nc2ccccc2[nH]1
7.6,Cc1nc(-c2nc(-c3c(C(=O)NNC(=O)Nc4ccccc4)noc3C)cs2)cs1
-9.5,Cc1ccc(NC(=O)NCCCl)cc1S(=O)(=O)N1CCOCC1
-6.3,Cc1cccc(NC(=S)NCCc2ccccn2)c1
-8.0,Cc1ccc2[nH]c3c(=O)n(N)c(=O)[nH]c3c2c1
21.2,CCOc1ccc(S(=O)(=O)Nc2nc3ccccc3nc2-n2ccc(=NC(=O)c3ccccc3C)cc2)cc1
-7.9,COc1ccc(C)cc1-n1cnnn1

# Filtered by structure: those above containing bromine (3)
S1P3 antag,canonical_smiles
-5.0,COc1ccc(C(=O)Cn2c(C)nc([N+](=O)[O-])c2Br)cc1
2.8,Cc1cc(C)n2c(SCc3ccc(Br)cc3)nnc2n1
1.7,Cn1cc(Br)c(-c2cccc(NC(=O)CCCC(=O)O)c2)n1

# Further results.
S1P3 antag,canonical_smiles
-19.1,Cc1sc2ncnc(N)c2c1C
10.3,Cc1cc(C)c2sc(NC(=O)c3ccc(N4C(=O)CCC4=O)cc3)nc2c1
-1.7,C(=C\c1ccncc1)/c1ccncc1
-10.4,Cc1cc(/C=N/Nc2ncnc(N)c2[N+](=O)[O-])c(C)n1-c1ccccc1
8.0,O=C(NCc1ccc2c(c1)OCO2)c1ccc(Br)s1
8.0,CC(=O)Nc1ccc(Cc2nc3c([nH]2)c(=O)n(C)c(=O)n3C)cc1
10.3,COc1ccc(C2c3ccc(O)cc3Oc3ncn4nc(-c5ccccn5)nc4c32)cc1 (stereo not drawn)
4.2,Clc1ccc(C2=Nn3c(Cn4nnc5ccccc54)nnc3SC2)cc1
0.3,Cc1ccc(C)c(N(Cc2cc3ccc(C)cc3[nH]c2=O)C(=O)c2ccco2)c1
-11.4,COc1cc(NC(C)=O)c2ncccc2c1NC(C)=O
-3.3,COc1ccc(Br)c(-c2nc(CS(=O)(=O)c3ccc(F)cc3)no2)c1
6.3,CN1CCN(C(=O)/C(C#N)=C/c2ccc(OC(F)F)cc2)CC1
6.8,Cc1csc(NC(=O)c2ccc(S(=O)(=O)N3CCCC3)cc2)n1
-4.4,Cc1ccc(S(=O)(=O)N2CCN(C(=O)CSc3nccn3C)CC2)cc1
1.5,CCCCOc1ccc(-c2ncc([N+](=O)[O-])cn2)cc1
4.1,O=C(O)c1ccc(OCC(O)Cn2c3ccccc3c3ccccc32)cc1 (stereo not drawn)
-5.0,O=C(/C=C/c1cn(CC(O)CN2CCCCC2)c2ccccc12)c1ccccc1 (stereo not drawn)
11.5,COc1cc(NC(=O)c2ccc(OC)c([N+](=O)[O-])c2)ccc1NC(=O)c1ccco1
-7.7,Nn1c(-c2ccc(O)cc2)nnc1-c1ccc(O)cc1
6.4,O=C(NCC1CCN(S(=O)(=O)c2ccccc2)CC1)Nc1ccccc1
56.9*,COc1ccccc1-[n+]1c(C)cc(/C=C2\Sc3ccccc3N2C)cc1C
7.3,O=C(Nc1ccc(Cl)cc1)[C@@H]1[C@@H]2C(=O)N(c3cccc(F)c3)C(=O)[C@@H]2[C@H]2C=CC=NN21
-10.7,N#Cc1c(Cl)cccc1Oc1ccc(S(=O)(=O)Nc2ccccc2)cc1
0.1,Cc1cc(C(=O)COC(=O)c2ccc[nH]c2=O)c(C)n1-c1ccccc1F
-7.5,O=S(=O)(CCN1CCCCC1)Oc1ccc(Cl)cc1Cl
1.8,COc1c(O)cccc1/C=N/NC(=O)Cn1ccnc1C
-28.5,Cc1cc(C)n2nc(C(=O)N/N=C/c3ccco3)nc2n1
-9.3,COc1ccc(C2c3c(-c4ccccc4O)n[nH]c3C(=O)N2Cc2ccco2)cc1OC (stereo not drawn)
-1.0,Cc1ccc(NC(=S)N/N=C2/CCCCc3ccccc32)cc1
-9.9,CN(C)/C=N/n1cnc2ccccc2c1=O
49.9*,Cc1ccc(-c2cn3nc(-c4ccccc4)c(-c4ccccc4)nc3n2)cc1
0.1,COc1ccc(C2CC(c3ccccc3)=NN2S(=O)(=O)c2ccccc2)cc1 (stereo not drawn)

# Next section, overlapping the part above by seven compounds.
S1P3 antag,canonical_smiles
1.8,COc1c(O)cccc1/C=N/NC(=O)Cn1ccnc1C
-28.5,Cc1cc(C)n2nc(C(=O)N/N=C/c3ccco3)nc2n1
-9.3,COc1ccc(C2c3c(-c4ccccc4O)n[nH]c3C(=O)N2Cc2ccco2)cc1OC (stereo not drawn)
-1.0,Cc1ccc(NC(=S)N/N=C2/CCCCc3ccccc32)cc1
-9.9,CN(C)/C=N/n1cnc2ccccc2c1=O
49.9*,Cc1ccc(-c2cn3nc(-c4ccccc4)c(-c4ccccc4)nc3n2)cc1
0.1,COc1ccc(C2CC(c3ccccc3)=NN2S(=O)(=O)c2ccccc2)cc1 (stereo not drawn)
7.3,O=C(/C=C/c1ccc(F)cc1)c1cc(Br)ccc1O
1.5,CCC(=O)N1CCN(c2cc3c(cc2F)c(=O)c(C(=O)O)cn3CC)CC1
-7.8,COc1ccc(/C=N/NC(=O)Cn2nc([N+](=O)[O-])cc2C)c(OC)c1OC
-1.2,COc1ccc(S(=O)(=O)N2CCCCC2)cc1NC(=O)c1cccnc1SC
-3.8,C(=C\c1ccccn1)/c1ccncc1
-11.2,CCOCCn1c(CN2CCCCC2)nc2c1c(=O)n(C)c(=O)n2C
-7.0,CCOC(=O)N1CCc2c(sc3c2C(=O)NC(c2ccc(-c4ccc(Cl)cc4)o2)N3)C1 (stereo not drawn)
2.9,COc1ccc2c(=O)cc(-c3cccnc3)oc2c1OC
-56.2,COc1nc(N2CCCC2)nc(-n2cc(-c3ccccc3)nn2)n1
0.1,CC1(C)CC(NC2C3CC4CC(C3)CC2C4)CC(C)(C)N1 (stereo not drawn)
1.0,O=S(=O)(c1ccc(NC(=S)N/N=C/c2ccc(O)c(O)c2)cc1)N1CCOCC1
-1.4,CCCOc1ccc(C(=O)Nc2ccc(S(=O)(=O)Nc3cc(C)nc(C)n3)cc2)cc1
-5.9,O=C(NCc1csc(-c2cccs2)n1)C1CCC1
19.7,CC1Cc2ccccc2N1S(=O)(=O)c1cccc(C(=O)Nc2cccnc2)c1 (stereo not drawn)
43.1,COc1cc(OC)cc(-c2cc3nc4c(c(N5CCN(c6cnccn6)CC5)n3n2)CCCC4)c1
6.4,CC(C(=O)Nc1ccccc1-c1ccccc1)N1CCN(C(=O)c2ccco2)CC1 (stereo not drawn)
-1.0,COC(=O)c1ccc(Nc2cc(C)nc3ccc(C)cc23)cc1
-12.2,Cc1nc2ccc(N=NN(C)C)cc2[nH]1
5.2,COc1ccc(C2(C#N)CCC(=O)N2c2ccccc2)cc1 (stereo not drawn)
-4.5,CC(C)(C)Nc1nc2cc([N+](=O)[O-])ccc2o1
-4.8,CN(C)S(=O)(=O)c1ccc(Cl)c(NC(=O)CN2C(=O)NC(C)(C3CC3)C2=O)c1 (stereo not drawn)
-12.6,NCCc1nnc(SCC(=O)c2ccc(Cl)cc2)o1
9.2,Cn1c(SCc2cc(=O)[nH]c(C(C)(C)C)n2)nnc1C(F)(F)F
11.7,CN(C)S(=O)(=O)c1cccc(N=C2SCCN2Cc2ccccc2)c1
8.9,Cc1ccc(SCc2cn3c(C)cc(C)nc3n2)cc1
2.7,O=C(O)c1nnn(-c2ccc([N+](=O)[O-])cc2)c1-c1ccccc1
-15.2,CCCn1ncc(CN2CCN(Cc3ccc(C)o3)C(CCO)C2)c1C (stereo not drawn)
30.3,c1ccc(/N=C2\N=C(Nc3ccccn3)c3ccccc32)nc1
-3.0,CN(C)S(=O)(=O)c1ccc(C(=O)OCC(=O)Nc2ccc(OC(F)F)cc2)cc1
-9.0,O=C(CSCc1ccccc1)Nc1ccccc1C(=O)Nc1ccc(C(=O)O)cc1
-14.3,COc1ccc(NC(=O)/C(=C/c2cccs2)NC(=O)c2ccco2)cc1
1.9,Cc1ccc(NC(=O)CN(C)C(=O)c2nn(C)c(=O)c3ccccc23)cc1
-19.1,Cn1c(=O)c2c(nc(N3CCOCC3)n2CCSc2nc3ccccc3s2)n(C)c1=O
1.7,CC(C)NC(=O)Nc1n[nH]c(Nc2ccc(Cl)cc2)n1
6.7,O=C(COc1ccccc1)NCC(=O)N/N=C/c1ccc(O)cc1O
-7.7,COc1ccccc1/C=N/Nc1cc(C)nc(N2CCOCC2)n1
11.3,COc1ccccc1OCCn1cc(/C=N/NC(=O)c2ccncc2)c2ccccc21
-9.4,Cn1nc(C(=O)N2CCN(C(c3ccccc3)c3ccccc3)CC2)c2ccccc2c1=O
-6.9,CC(=O)OCCn1c2nc(=O)[nH]c(=O)c-2nc2cc(C)c(C)cc21
1.7,CCOc1ccsc1C(=O)OC
4.2,COc1ccc(C2CC(c3ccc(F)cc3)n3nc(NS(C)(=O)=O)nc3N2)cc1 (stereo not drawn)
1.4,CC(C)(C)OC(=O)N1CCC[C@H]1C(=O)N/N=C/c1ccc2nccnc2c1
-14.2,O=C1N=C(N2CCOCC2)S/C1=C/c1cc2c(cc1[N+](=O)[O-])OCO2
-5.5,O=[N+]([O-])c1ccc(SCc2c(F)cccc2Cl)nc1
-2.8,O=C(O)c1csc(-c2cccc(Cl)c2)n1
1.0,Cc1ccc(/C=N/NC(=O)CN2CCN(Cc3ccccc3Cl)CC2)o1
-20.4,CN(C)c1ncnc(N(C)C)c1[N+](=O)[O-]
-3.9,N=c1c2c(-c3ccccc3)c(-c3ccccc3)n(Cc3ccco3)c2ncn1CCCO
-4.1,COc1ccc(OC)c(C(=O)Cn2nnc(-c3ccc(N4CCOCC4)cc3)n2)c1
-1.5,CCCCOc1ccc(C(=O)NCCC(=O)NCCCC(=O)OCC)cc1
-7.4,Cc1ccc(NCC(O)Cn2cnc3c2c(=O)n(C)c(=O)n3C)cc1 (stereo not drawn)
7.7,Cc1ccc(CC2CC(=O)N(c3cc(Cl)ccn3)C2=O)cc1 (stereo not drawn)
-3.3,CC(=O)c1c(C)[nH]c(C(=O)CSc2ccc(F)cc2)c1C
-6.0,Cc1nccc(-c2cccc(NC(=O)Nc3ccc(Cl)cc3)c2)n1
-13.2,CCCn1c(=NC(=O)c2ccncc2)c(C#N)cc2c(=O)n3cccc(C)c3nc21
-14.2,COc1ccc(/C=N/n2cnc3c([nH]c4ccc(F)cc43)c2=O)cc1CN1CCCC1

# The results go on.
S1P3 antag,canonical_smiles
13.2,Cc1cc(-c2onc(C)c2C(=O)Oc2ccc(Cl)cc2)no1
-3.7,CN1CCc2c(sc(/N=C/c3cc(C(C)(C)C)ccc3O)c2C#N)C1
-2.4,Nc1nnc(SCc2ccccc2F)s1
6.3,CC(=O)c1sc(-c2ccc(F)cc2)cc1NS(=O)(=O)c1ccccc1
-0.5,S=C1NCN(Cc2ccccc2)CN1
-4.6,c1cc(-c2nc3cc(Cc4ccc5oc(-c6ccncc6)nc5c4)ccc3o2)ccn1
